Fh CTSL1 inh = cathepsin L1 inhibition, PFM18AAP counter-screen. inhibition, % at 5.96 µM. recombinant F. hepatica cathepsin L1, Z-Leu-Arg-MCA fluorescence. actives 0.49% (n = 300,000);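 active means inhibition above the mean of all tested compounds plus 3 SD, set per screening campaign, cut at about 17% in these data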;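 further: 0% = plate median of test compound wells and 100% = 1 µM Z-Phe-Ala-diazomethylketone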
EBNA-1 inh = blocks EBNA-1 binding to DNA; EBNA-1 DNA binding, fluorescence polarization; inhibition, % at 14.8 µM; actives 0.34% (n = 300,000); AID 1950; in the data active means inhibition above about 28%
PP5 primary = blocks human protein phosphatase 5 activity; inhibition, % at 6.7 µM; purified PP5c, OMFP substrate fluorescence; AID 1987; P53041; actives 0.18% (n = 320,000);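 active means inhibition above the campaign's mean inhibition across all tested compounds plus 3 SD, cut at about 9.5% in these data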;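 further: 0% = DMSO only and 100% = 100 µM cantharidin control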
ZTA counter = ZTA (EBV) inhibition in EBNA-1 counter-screen; P03206; ZTA-DNA binding, fluorescence polarization; inhibition, % at 11 µM; actives 0.15% (n = 320,000); in the data active means inhibition above about 33%
Target sequence (P03206 whole entry, looked up): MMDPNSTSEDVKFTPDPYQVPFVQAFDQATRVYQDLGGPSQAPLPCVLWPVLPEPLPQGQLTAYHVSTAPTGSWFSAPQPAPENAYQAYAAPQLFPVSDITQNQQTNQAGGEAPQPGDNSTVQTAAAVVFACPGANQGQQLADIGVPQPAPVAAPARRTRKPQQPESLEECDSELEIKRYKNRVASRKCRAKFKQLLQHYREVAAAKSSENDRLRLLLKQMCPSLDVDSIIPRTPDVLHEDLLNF
Efflux pump inh = antifungal efflux pump inhibition, Nile Red retention; inhibition, % at 10 µM; AID 485275; actives 0.44% (n = 330,000); S. cerevisiae Candida pump triplex;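 active means plate passing quality check with inhibition over a set limit, or well fluorescence over plate mean plus 4 SD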;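 further: Nile Red retained in pooled yeast measured as flow cytometry median fluorescence; 0% = buffer negative control and 100% = Enniatin B positive control; higher means more Nile Red kept so more efflux inhibition; some compounds called inactive have numbers as strong as hits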
HCV core dimer = HCV core protein dimerization inhibition. actives 0.33% (n = 300,000). TR-FRET GST/Flag-core106 dimerization, 1536-well. inhibition, % at 5 µM;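 active means inhibition above the mean of all tested compounds plus 3 SD, set per screening campaign, cut at about 45% in these data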
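System: GST/Flag-tagged HCV core106 proteins. Incubation: compound-protein-antibody incubation 4 h at 22.5 °C. Technique: HTRF with 340 nm excitation, 617/671 nm emission. Medium: KF-containing HEPES buffer, pH 7.45, DTT, CHAPS, BSA. Read-out: inhibition (%) from 671 over 617 nm ratio. Also added: Eu(K)-anti-GST 90 ng/mL plus XL665-anti-Flag 1 µg/mL.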
PP1 counter = PP1-alpha (human) inhibition in PP5 counter-screen; P62136; purified PP1alpha, OMFP fluorescence; inhibition, % at 6.7 µM; actives 0.9% (n = 320,000); AID 2235;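 active means inhibition above the mean inhibition of all tested compounds plus 3 SD, computed separately for each screening campaign, cut at about 15% in these data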
TPT1 inh = C. albicans TPT1 enzyme inhibition. AID 1962. recombinant caTPT1, FP RNA substrate dephosphorylation. inhibition, % at 5 µM. actives 0.81% (n = 300,000);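 active means inhibition above the mean of all tested compounds plus 3 SD, set per screening campaign, cut at about 24% in these data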;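 further: plate controls were DMSO alone for no effect and ferristatin control at 100 nM for full effect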
PREPL inhibitor = inhibits the human prolyl oligopeptidase-like enzyme. recombinant PREPL, fluorescence polarization activity-based probe. actives 0.68% (n = 320,000). inhibition, % at 5.96 µM; in the data active means inhibition above about 43%;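 further: 0% = enzyme with DMSO and 100% = wells lacking enzyme; many of its hits are not listed in these tables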
Target sequence (Q4J6C6 whole entry, looked up): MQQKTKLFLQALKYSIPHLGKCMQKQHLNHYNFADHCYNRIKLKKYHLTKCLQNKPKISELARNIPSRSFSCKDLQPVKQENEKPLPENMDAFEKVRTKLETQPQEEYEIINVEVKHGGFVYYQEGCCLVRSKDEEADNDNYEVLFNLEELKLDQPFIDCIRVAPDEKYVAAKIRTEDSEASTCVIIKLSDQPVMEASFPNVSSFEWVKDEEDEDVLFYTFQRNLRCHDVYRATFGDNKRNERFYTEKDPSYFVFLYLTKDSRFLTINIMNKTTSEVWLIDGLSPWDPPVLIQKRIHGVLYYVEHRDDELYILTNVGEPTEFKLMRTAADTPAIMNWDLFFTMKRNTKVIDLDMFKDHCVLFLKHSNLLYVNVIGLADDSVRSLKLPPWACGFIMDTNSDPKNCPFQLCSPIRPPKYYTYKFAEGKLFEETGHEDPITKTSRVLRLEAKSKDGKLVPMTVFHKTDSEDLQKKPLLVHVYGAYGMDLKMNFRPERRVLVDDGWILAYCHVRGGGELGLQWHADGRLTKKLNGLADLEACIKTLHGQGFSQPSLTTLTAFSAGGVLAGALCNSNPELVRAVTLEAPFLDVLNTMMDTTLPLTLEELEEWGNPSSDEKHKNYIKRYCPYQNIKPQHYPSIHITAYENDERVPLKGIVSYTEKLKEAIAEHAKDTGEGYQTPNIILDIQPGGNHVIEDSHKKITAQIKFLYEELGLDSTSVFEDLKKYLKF
Numbers without * were called inactive; nt = no result given. Some of the compounds tested (hit frequency here may not be typical).

SMILES | Fh CTSL1 inh | EBNA-1 inh | PP5 primary | ZTA counter | Efflux pump inh | HCV core dimer | PP1 counter | TPT1 inh | PREPL inhibitor
CCc1cc2cc(C)cc(C)c2nc1SCC(=O)N1CCCC1 | -1 | 2 | -0.1 | -1 | 0.1 | 11 | -3 | 1 | 2
Cc1ccc(NC(=O)CN(C)C(=O)c2cc(-c3ccco3)nc3ccccc23)cc1 | 5 | 2 | 1.1 | -18 | 0.0 | 65* | 28* | 25* | 16
Cc1ccc(S(=O)(=O)CCSc2ccc(C(F)(F)F)cn2)cc1 | 0 | -8 | 1.0 | -7 | 0.0 | 1 | -1 | 3 | 2
CCc1nc(SCC(=O)N2CCCCCC2)c2c(=O)n(C)c(=O)n(C)c2n1 | 1 | 1 | -1.3 | 8 | -0.1 | 10 | 0 | -1 | -2
CCOc1ccc(N(CC(=O)Nc2cc(Cl)ccc2C)S(C)(=O)=O)cc1 | 0 | 7 | 1.5 | 0 | -0.1 | -1 | 2 | -4 | -4
COc1ccc(/C=N/NC(=O)c2nc(Cl)c(Cl)c(N)c2Cl)cc1COc1ccccc1F | -16 | 1 | 2.4 | 7 | 0.8 | 57* | 2 | -1 | -20
COc1ccc(-c2ccc(C(C)=O)cc2)cc1[C@H]1[C@H]2C=CC[C@@H](C)[C@@H]2C(=O)N1Cc1ccccc1 | -3 | 10 | 4.0 | 10 | 0.2 | 7 | -9 | 0 | 7
Cc1nc(SCC(=O)c2c[nH]c3ccccc23)n[nH]1 | 0 | -5 | -1.4 | -13 | 0.0 | -1 | -2 | 0 | 4
CCOc1ccccc1N1CCN(C(=O)c2c(C)noc2C)CC1 | 4 | 1 | 2.6 | -1 | -0.1 | -1 | -2 | -2 | 20
CC(=O)c1ccc(N/N=C2/CCCNC2=O)cc1 | 5 | 4 | -0.7 | 19 | -0.1 | -6 | 0 | -5 | 25
Clc1ccccc1-c1nc(-c2cccnc2)no1 | 8 | 3 | 3.6 | -3 | 0.1 | -4 | -2 | -1 | 4
Clc1ccc(SCc2cc(-c3ccc(Cl)cc3)on2)cc1 | -3 | 17 | 0.1 | 12 | -0.2 | 8 | 1 | -1 | -45
Cc1ccc(OCCC(=O)OCC(=O)c2ccc3c(c2)NC(=O)CO3)cc1 | nt | nt | 1.2 | 1 | 0.5 | nt | 1 | nt | 7
COc1ccc(N2CCN(C(=O)c3ccc4c(=O)n(CC5CCCO5)c(=O)[nH]c4c3)CC2)cc1 (centres undefined) | -1 | -7 | -0.1 | -7 | 0.2 | 1 | 1 | -5 | 17
O=C(CCS(=O)(=O)c1ccccc1)Nc1ccc(S(=O)(=O)Nc2ncccn2)cc1 | 3 | -1 | -0.3 | 7 | 0.0 | -2 | -3 | -2 | 6
c1ccc(CN2CCN(Cc3c[nH]c4ccccc34)CC2)cc1 | -4 | -8 | -0.3 | -1 | 0.0 | -1 | 1 | -2 | 10
CN(C)S(=O)(=O)N1CCC(Oc2cccc(C(=O)NC3CCCCC3)c2)CC1 | -3 | -5 | 1.3 | -10 | -0.1 | 3 | -5 | -4 | 3
Cn1c(CCN2CCCCC2)nc2cc(NC(=O)COc3ccccc3)ccc21 | -2 | -7 | 0.2 | -1 | -0.3 | 1 | -2 | 2 | 15
Cc1ccc(-c2[nH]ncc2/C=C(\C#N)C(=O)NC2CCCCC2)cc1 | 5 | 5 | 3.3 | 3 | -0.1 | 11 | 7 | -4 | 7
COc1ccc(S(=O)(=O)N2CCCCC2)cc1NC(=O)c1ccc(CS(C)(=O)=O)cc1 | nt | nt | 4.2 | -14 | 1.1* | nt | 2 | nt | 14
CCC(CCC(=O)Nc1ccc(S(N)(=O)=O)cc1)C(=O)O (centres undefined) | 1 | 6 | -0.5 | 1 | 0.0 | 2 | -1 | -6 | 11
Cc1ccc(C2=NN(C(=O)CNCCO)C(c3cccs3)C2)cc1 (centres undefined) | -2 | 8 | 1.5 | -4 | 0.5 | 14 | 0 | -2 | -39
Cc1ccc(S(=O)(=O)NC(=O)Nc2cccc([N+](=O)[O-])c2)cc1 | 2 | 7 | -2.6 | 10 | 0.0 | -2 | -1 | 1 | 3
O=C(NC(=S)N1CCN(c2ccccn2)CC1)c1ccco1 | -3 | -4 | 3.2 | -14 | 0.7 | -5 | 0 | -1 | 4
BrC(/C=N/Nc1nc(N2CCOCC2)nc(N2CCOCC2)n1)=C/c1ccccc1 | 5 | -5 | 3.0 | -8 | 0.1 | -3 | 2 | 1 | 2
O=C(Nc1ccccc1)Nc1ccccc1C(=O)NCC1CC1 | -3 | -11 | 0.8 | 6 | 0.3 | 7 | 3 | -1 | 1
O=C(NCc1ccccc1)C(=O)NCC1OCCN1S(=O)(=O)c1cccs1 (centres undefined) | 8 | 7 | -4.0 | 9 | 0.0 | 13 | -4 | 2 | 5
COc1ccc(NS(=O)(=O)c2cccc(C(=O)N/N=C/c3cn(-c4ccccc4)nc3-c3ccccc3)c2)cc1 | 0 | 6 | -0.5 | 9 | 0.3 | -2 | -1 | 0 | 11
Cc1cc(=O)oc2cc(OC(C)C(=O)NCC3CCCO3)ccc12 (centres undefined) | -2 | -1 | 0.3 | -4 | -0.1 | 3 | 1 | 2 | 0
O=C(CCc1c[nH]c2ccccc12)OCc1ccc(Br)cc1 | -1 | -2 | 3.0 | 0 | -0.1 | 1 | 1 | -1 | 10
Cc1cc(C)c(S(=O)(=O)N2CCCCC2C(=O)O)c(C)c1 (centres undefined) | 2 | 3 | -1.6 | -7 | -0.1 | -6 | 0 | -2 | 11
COc1ccc(C(=O)C[n+]2ccccc2/C=N/O)cc1 | 2 | -13 | 1.3 | 6 | 1.7 | -2 | -3 | -1 | 2
CCOC(=O)c1ccc(NC(=O)NC2CC3CCC(C2)N3Cc2nnnn2C(C)(C)C)cc1 (centres undefined) | -5 | -3 | 2.8 | 8 | 0.3 | -6 | -2 | -3 | -6
COC(=O)c1ccc(NC(=O)CN2CCOCC2)cc1 | 2 | -9 | 4.9 | -1 | 0.1 | -1 | -6 | -2 | 12
COc1ccc(C(=O)COc2ccccc2N2C(=O)C3C4C=CC(C4)C3C2=O)cc1 (centres undefined) | -5 | 4 | 1.5 | -12 | -0.1 | 4 | -1 | 3 | 1
Cc1ccc2[nH]c(=O)c(CN(CCCN(C)C)C(=O)Nc3cccc(Cl)c3)cc2c1 | 1 | 3 | 1.1 | -17 | -0.1 | 0 | 1 | 0 | -31
CCNc1ccc(Br)cc(C(=O)/C=C/c2ccc(Cl)cc2)c1=O | 2 | -2 | -3.5 | 8 | -0.2 | 24 | 7 | 64* | 9
CCCCC[C@H](O)/C=C/[C@@H]1[C@@H](CCCCCCC(=O)O)[C@@H](O)C[C@H]1O | 2 | -10 | 3.9 | -8 | -0.1 | -4 | -3 | -2 | -4
CN(C)CCNC(=O)C(=O)NCC1OCCN1S(=O)(=O)c1ccc([N+](=O)[O-])cc1 (centres undefined) | 2 | 1 | -0.7 | 9 | 0.1 | 3 | -5 | 1 | 13
CC(=O)Nc1ccc(C#Cc2ccc(NC(C)=O)cc2)cc1 | 3 | 3 | -1.6 | -9 | -0.2 | -19 | -3 | -4 | 17
CCOc1ncccc1C(=O)OCC(=O)Nc1ccc(C)c(S(=O)(=O)N2CCOCC2)c1 | -12 | -15 | 1.8 | -16 | -0.1 | 5 | -3 | -1 | -4
COc1ccc(C)cc1NC(=O)c1cccc(-c2ccc(OC(C)=O)cc2)c1 | -7 | -4 | 2.0 | -3 | -0.1 | 4 | 3 | -2 | -6
COc1ccc(C(=O)Nc2ccc(N3CCCCC3)cc2)cc1Br | 2 | 26 | 2.9 | 1 | -0.4 | -2 | -1 | -4 | 3
N#C/C(=C\c1ccc(N2CCCC2)c([N+](=O)[O-])c1)c1nc2ccccc2[nH]1 | -3 | -7 | -3.0 | -11 | 0.2 | -3 | 1 | 3 | 23
CC(C)(C)c1ccc(C(=O)NC(=S)N2CCCCCC2)cc1 | -1 | 3 | 1.5 | 1 | 0.0 | -2 | 1 | 1 | -3

Part of the list above with just PP5 primary.
smiles,PP5 primary
O=C(CCc1c[nH]c2ccccc12)OCc1ccc(Br)cc1,3.0
Cc1ccc(S(=O)(=O)CCSc2ccc(C(F)(F)F)cn2)cc1,1.0
CCc1cc2cc(C)cc(C)c2nc1SCC(=O)N1CCCC1,-0.1

Carrying on:
SMILES | Fh CTSL1 inh | EBNA-1 inh | PP5 primary | ZTA counter | Efflux pump inh | HCV core dimer | PP1 counter | TPT1 inh | PREPL inhibitor
CCOc1ccc(-c2nnc3ccc(SCC(=O)Nc4nc5ccccc5s4)nn23)cc1 | 1 | -8 | 0.7 | -7 | 0.6 | 2 | 6 | 2 | -74
O=C(c1ccc(S(=O)(=O)NCC2CCCO2)cc1)N1CCN(c2ccccc2)CC1 (centres undefined) | -2 | -9 | 2.5 | 5 | 0.1 | 4 | -5 | -6 | 1
Cc1c(Br)c([N+](=O)[O-])nn1CC(=O)NCc1cccs1 | -6 | -3 | 5.0 | 0 | -0.1 | 11 | -8 | 1 | 14
OC(CNCc1ccccc1)COc1ccccc1 (centres undefined) | 4 | -5 | 1.6 | -26 | nt | -13 | -1 | -1 | 0
COC(/C=C/Nc1ccc(Br)cc1)=C(C#N)C#N | 0 | -6 | 3.6 | -5 | -0.1 | -2 | 1 | 2 | 5
COc1cc(C2OC(c3cc(OC)c(OC)c(OC)c3)C(C)C2C)cc(OC)c1OC (centres undefined) | 0 | 0 | 2.5 | -13 | 0.0 | -3 | -2 | -1 | 2
CCCCN(C(=O)c1ccccc1Br)C1CCS(=O)(=O)C1 (centres undefined) | -3 | 5 | -2.8 | 10 | 0.0 | 1 | -3 | -1 | 8
Cc1cc(C)n(CC(=O)Nc2ccc(N3CCOCC3)c(Cl)c2)c(=O)c1C#N | 2 | -4 | 2.7 | 16 | -0.1 | 6 | -3 | 1 | 1
COc1cccc(-n2ccnc2SCC(=O)Nc2ccccc2)c1 | 2 | 0 | 1.4 | -13 | -0.2 | -7 | 2 | 0 | -3
O=C(CCNC(=O)c1ccc([N+](=O)[O-])cc1)NCCc1ccc(Cl)cc1 | 8 | -3 | 0.6 | 1 | 0.0 | -8 | -3 | 7 | 1
COc1ccc([N+](=O)[O-])cc1NC(=O)c1ccco1 | 6 | 12 | -0.7 | 12 | 0.0 | 7 | 2 | 3 | 4
N#C/C(=C\c1ccc(-c2ccc([N+](=O)[O-])cc2Br)o1)C(=O)N1CCN(c2ccccc2)CC1 | 5 | -5 | 0.6 | -23 | 0.1 | 14 | 1 | 2 | 22
COc1ccc(-c2nc(CS(=O)CC(=O)NCc3ccc4c(c3)OCO4)c(C)o2)cc1 (centres undefined) | 6 | -1 | 0.9 | -8 | -0.1 | -4 | -3 | -3 | -3
CC1N(C)c2cc(NC(=O)c3ccco3)ccc2C1(C)C (centres undefined) | -1 | -4 | 3.8 | 20 | 0.1 | -18 | 1 | 3 | -226
COc1cccc(NS(=O)(=O)c2cc3c(cc2C)NC(=O)CO3)c1 | 1 | 1 | 0.1 | -8 | 0.0 | -8 | -2 | -4 | 17
CC(C)(C)OC(=O)NCCCCCNC(=O)c1[nH]cnc1C(=O)NC1CCN(C(=O)OC(C)(C)C)CC1 | nt | nt | -0.5 | -2 | 0.4 | nt | -4 | nt | 3
O=C(NCCO)NC(=S)c1ccccc1 | -1 | 0 | 0.1 | -4 | 0.1 | 0 | -3 | -2 | 3
O=C(O)CC/C(=N\Nc1ccc(Cl)cc1)c1cccs1 | 3 | -1 | 1.6 | -17 | 0.1 | -5 | 4 | 0 | 5
